Screening results: PubChem BioAssay, National Center for Advancing Translational Sciences (NCATS)
PTHR1 ag – PTHR1 (human) receptor agonism. 0.075% of 410,000 active. AID 743266. Q03431. Potency, µM (doses to about 115 µM), without a hit: top-dose activation, actives largely listed as activators. HEK293 GP2 PTHR1 cells, GloSensor cAMP luminescence, 1 h; further: potency means the concentration at half of the fitted maximal effect; nearly all actives have a fitted effect of over 55% in size; some results filed as inactive show a strong effect at the top dose; inactives centre near -15; many of its hits are not listed in these tables
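HEK-293-derived GP2 cells expressing PTHR1 and a GloSensor cAMP reporter, 3,000/well, plated overnight, given luciferin plus IBMX (each 0.5 mM as added) for 1 h at 37 °C, then compound for 1 h at 37 °C. Luminescence was read after 15 min at room temperature.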
EPAC2 agonist – activates human EPAC2 exchange factor; Q8WZA2; EPAC2 activation, biochemical qHTS; response scale: 100% = 6.5 mM cAMP response; Potency, µM (top dose mostly 154 µM), for inactives: at the highest dose activation, usual class: activators; 0.079% of 360,000 active; AID 720711; further: potency means the concentration at half of the fitted maximal effect; nearly all actives have a fitted effect of over 50% in size
Target sequence (Q8WZA2 whole entry, looked up): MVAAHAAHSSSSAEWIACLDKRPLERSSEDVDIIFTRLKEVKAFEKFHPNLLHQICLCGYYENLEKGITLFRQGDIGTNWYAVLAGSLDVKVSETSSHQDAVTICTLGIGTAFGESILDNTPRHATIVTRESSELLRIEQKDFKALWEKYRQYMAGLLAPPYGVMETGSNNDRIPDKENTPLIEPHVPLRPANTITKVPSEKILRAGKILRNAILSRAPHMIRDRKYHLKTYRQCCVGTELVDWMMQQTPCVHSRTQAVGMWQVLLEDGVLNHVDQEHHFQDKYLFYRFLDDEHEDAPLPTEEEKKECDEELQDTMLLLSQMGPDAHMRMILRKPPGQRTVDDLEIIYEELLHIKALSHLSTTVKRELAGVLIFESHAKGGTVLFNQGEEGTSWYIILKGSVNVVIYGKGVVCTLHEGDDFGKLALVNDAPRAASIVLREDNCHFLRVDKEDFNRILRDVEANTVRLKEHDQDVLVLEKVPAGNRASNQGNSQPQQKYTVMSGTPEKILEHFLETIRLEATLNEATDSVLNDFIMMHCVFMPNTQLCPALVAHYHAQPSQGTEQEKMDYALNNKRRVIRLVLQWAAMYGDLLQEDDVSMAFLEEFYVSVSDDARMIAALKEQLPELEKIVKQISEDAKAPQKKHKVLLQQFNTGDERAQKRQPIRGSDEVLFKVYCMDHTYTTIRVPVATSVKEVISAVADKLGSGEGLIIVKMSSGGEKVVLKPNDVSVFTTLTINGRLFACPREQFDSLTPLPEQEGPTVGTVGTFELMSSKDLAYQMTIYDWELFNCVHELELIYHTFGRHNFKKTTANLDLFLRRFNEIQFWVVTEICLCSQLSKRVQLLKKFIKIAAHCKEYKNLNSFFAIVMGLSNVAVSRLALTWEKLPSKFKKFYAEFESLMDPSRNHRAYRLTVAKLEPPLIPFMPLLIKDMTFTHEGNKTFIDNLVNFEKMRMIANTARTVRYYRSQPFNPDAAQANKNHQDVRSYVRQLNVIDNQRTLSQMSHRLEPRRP
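Compounds were titrated in qHTS against a Rap1B-BODIPY-GDP (250 nM) complex with EPAC2 (100 nM) and GDP (50 uM). BODIPY-GDP release tracked at 480/540 nm over 30 min at room temperature, normalized to 6.5 mM cAMP.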
MmCpn inh – inhibitors of Methanococcus maripaludis chaperonin (MmCpn); 0.031% of 330,000 active; purified Mm-Cpn ATPase, ADP Transcreener TR-FRET; AID 504842; Potency, µM (top dose mostly 76.9 µM), without a hit: at the highest dose activity, negative = inhibition, usual class: inhibitors; further: potency means the concentration at half of the fitted maximal effect; on the % scale 0 is the no-effect control and ±100 the full control effect; nearly all actives have a fitted effect of over 80% in size
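Inhibition of chaperonin ATP hydrolysis is measured as reduced ADP production, detected by competitive TR-FRET in which signal falls with ADP. Final enzyme 25 nM and ATP 10 uM, reacted 30 min at 37°C.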
CCT modulator – modulators of cytosolic chaperonin (CCT/TRiC) activity | purified chaperonin ATPase assay, HTRF ADP detection, 30 min | activity change, % (test concentration not listed), hits read low | 0.3% of 360,000 active | AID 651819; in the data active means activity change below about -30%; further: on the % scale 0 is the no-effect control and ±100 the full control effect
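We incubate TRiC, 40 or 20 nM final, with library compounds at 76 uM and 10 uM ATP for 30 min at 37 °C. ADP formed is detected with Transcreener HTRF reagents after 30 min at room temperature.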
D3 ag – D3 dopamine receptor (human) agonism | P35462 | D3R DiscoveRx beta-arrestin cells, luminescence, 90 min | max activation, % | 0.58% of 410,000 active | AID 652048; in the data active means max activation above about 30%; further: 0% is about no effect; mostly tested at two doses, the higher about 12 µM
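Agonist mode: compounds and dopamine controls were applied to plated cells for 90 min at 37 degrees C after an overnight attachment at 1500 cells/well. Luminescent read-out followed 30 - 60 minutes at room temperature with DiscoveRx detection reagent.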
pAkt inh – Akt phosphorylation inhibition; 0.32% of 360,000 active; activity change, % for hits at 50 µM; Neuro2A IGF-stimulated pAkt S473 HTRF, 20 min; stronger effect = lower value; AID 651550; in the data active means activity change below about -80%; further: on the % scale 0 is the no-effect control and ±100 the full control effect
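Single-point screen (50 µM final compound) in Neuro2A cells stimulated 20 min with 6 nM IGF at 37 deg C. After lysis, Ser473-phosphorylated Akt read by HTRF (ex 330 nm, em 615/665 nm) as the 665/615 ratio.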
EPAC2 antagonist – EPAC2 (human) antagonism; Q8WZA2; EPAC2 GEF exchange of Rap1B-BODIPY-GDP, fluorescence; Potency, µM (series often up to 114 µM), inactives show at the highest dose activity, negative = inhibition, usual class: inhibitors; 0.18% of 360,000 active; AID 720708; further: potency means the concentration at half of the fitted maximal effect; on the % scale 0 is the no-effect control and ±100 the full control effect; nearly all actives have a fitted effect of over 45% in size; many of its hits are not listed in these tables
D3 antag – D3 dopamine receptor (human) antagonism; P35462; max response, negative = inhibition, %; D3R cells, DiscoveRx beta-arrestin luminescence, antagonist mode; stronger effect = lower value; 2.5% of 360,000 active; AID 652054; in the data active means max response below about -50%; further: on the % scale 0 is the no-effect control and ±100 the full control effect; mostly tested at two doses, the higher about 12 µM
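Cells plated overnight at 1500 cells/well, then exposed to library compounds with dopamine controls for 90 minutes at 37 degrees C. DiscoveRx reagent added for 30–60 minutes at room temperature; luminescence read, quantitative HTS format.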
An asterisk follows results filed as active; i = inactive; · = not tested or not shown; [ ] = another dose, or the depositor's remark. Unless noted, the call rests on the fitted dose curve; in most records, active means well fitted curve in the direction sought with a large enough effect; inconclusive means small, poorly fitted or top-dose-only effect, or another doubt; inactive means no such curve, though single readings can be large; an effect the other way counts as inactive or inconclusive.

SMILES | PTHR1 ag | EPAC2 agonist | MmCpn inh | CCT modulator | D3 ag | pAkt inh | EPAC2 antagonist | D3 antag
O=C(Nc1ccc(F)c(Cl)c1)Nc1ccc(Cl)cn1 | -28.5% | 5.1% | -7.2% | 0.3 | -2.8 | i | 9.3%[57.1 µM] | -4.6
COc1ccc(S(=O)(=O)N2CCCCC2)cc1NC(=O)c1ccc(=O)[nH]c1 | -22.6% | -7.0% | -6.8% | -3.1 | -0.7 | i | -2.6% | 8.1
CCCCOC(=O)C1=C(C)Nc2ncnn2C1c1cccc(OC)c1 (stereo not drawn) | -15.1%[57.5 µM] | 1.5% | 0.2% | -1.5 | 5.6 | i | 4.6% | 2.2
COC(=O)[C@@]12C[C@@H](CC(=O)NCc3cccs3)C(=O)N(Cc3ccc4c(c3)OCO4)C1=CCC(C)(C)C2 | -34.1%[inhibitor] | 5.9% | · | · | -8.4 | i | -16.4% | -4.6
Cc1c(NS(=O)(=O)c2cc(C(=O)NCC3CCCO3)cc(Cl)c2Cl)c(=O)n(-c2ccccc2)n1C (stereo not drawn) | i | 7.8% | -3.4% | -3.5 | -4.0 | i | -1.4% | -9.8
Cc1cc(NC(=O)CCC(=O)N(CC(=O)NCC2CCCO2)c2ccccc2)no1 (stereo not drawn) | 4.4% | 14.4% | -23.1% | -0.7 | -29.9 | i | -0.5% | -4.0
COc1cc2c(-c3ccccc3)c(C)oc2cc1/C=N/NC(N)=S | i | 5.1% | · | -0.3 | 0.6 | i | 8.2% | 0.0
CC(C)CC(C(=O)NCC1CCCO1)N(C(=O)Cn1nnc(-c2ccc(F)cc2)n1)c1ccccc1F (stereo not drawn) | -19.0% | 5.9% | 1.4% | 0.1 | 0.1 | i | -1.6% | 36.4
Cc1cccn2c(=O)c(C=C(C#N)C#N)c(N3CCN(c4ccccc4)CC3)nc12 | -16.1% | 6.9% | -3.5% | -1.1 | -20.8 | i | 10.3% | -5.4
CC(Oc1ccc(Cl)cc1Cl)c1nc(-c2ccc(NC(=O)c3ccccn3)cc2)no1 (stereo not drawn) | -54.0%[inhibitor][57.5 µM] | -0.7% | -20.2% | -3.5 | 22.7 | i | 0.1% | 11.1
CCC(OC(=O)c1cccs1)C(=O)NC1CCCCC1 (stereo not drawn) | i | 3.9% | 1.8% | -0.9 | 0.9 | i | 1.9% | 11.0
CC1=CCC[C@H]2[C@H](C1)C(=O)C[C@@H](C)[C@]2(C)CC/C(=C/CO)CO | -51.9%[inhibitor] | -4.0% | 0.5% | -2.4 | -43.5 | i | -13.3% | -1.9
COCCCNC(=O)C1CC(=O)N(c2ccc(C)cc2)C1 (stereo not drawn) | i | 9.1% | -5.6% | 0.5 | 11.0 | i | 4.6% | 15.0
CCc1nc(SCC(=O)Nc2ccc(F)cc2)c2c(=O)n(C)c(=O)n(C)c2n1 | i | -5.7% | 0.9% | 1.8 | 6.4 | i | 0.6% | 4.1
Cc1ccccc1N1CCN(C2CCCN(C(=O)CN3CCCC3=O)C2)CC1 (stereo not drawn) | 5.5% | 0.2% | -3.0% | -3.9 | -10.1 | i | -1.7% | -1.7
Cc1cc(C)n(-c2ccc(Cl)c(C(=O)Nc3ccc(-c4nnc5n4CCCCC5)cc3)n2)n1 | i | -13.6% | 2.8% | -0.7 | 1.3 | i | 7.6% | 5.0
Cc1ccc(-c2nn(-c3ccccc3)cc2/C=N/NC(=O)c2ccncc2)o1 | -19.5% | 7.4% | 0.7% | -1.1 | 11.2 | i | 2.4% | 18.5
Cc1ccccc1-n1c(SCC(=O)NC2CC2)nc2ccccc2c1=O | i | -13.1% | · | 0.8 | -5.4 | i | 8.3% | 10.7
CCC(=O)Nc1cccc(-c2csc(-c3ccccc3)n2)c1 | i | -6.1% | -9.5% | -0.5 | 4.4 | i | -1.9% | 0.0
COc1ccc(S(=O)(=O)NC(CC(=O)NC2CCCC2)c2ccco2)cc1 (stereo not drawn) | i | 9.3% | 1.6% | 0.8 | 3.1 | i | 1.8% | 7.0
CCOC(=O)c1nnn(CC(=O)N2N=C(c3ccccc3)CC2c2ccccc2)c1C(=O)OCC (stereo not drawn) | -3.7% | -0.4% | -6.4% | 0.9 | 1.4 | -82.8%* | -10.8% | -26.7
O=S(=O)(Nc1cccc(S(=O)(=O)N2CCCC2)c1)c1ccc(F)cc1 | -13.5% | 7.9% | -0.4% | -2.4 | 1.4 | i | -0.6% | 15.9
Cc1ccc(-c2noc(CN3CCN(c4ccccc4F)CC3)n2)cc1 | -9.9% | 10.1% | -1.3% | -2.6 | 0.0 | i | -6.3% | -12.0
O=C1NC(c2ccncc2)Nc2ccccc21 (stereo not drawn) | -7.8% | 0.8% | 1.8% | -0.7 | 5.3 | i | 6.5% | 0.0
Cc1ccc(C)c(Nc2ncnc3nc[nH]c23)c1 | 16.3% | 10.7% | -1.1% | 0.9 | 1.7 | i | -7.5% | -4.9
Next part.
SMILES | PTHR1 ag | EPAC2 agonist | MmCpn inh | CCT modulator | D3 ag | pAkt inh | EPAC2 antagonist | D3 antag
C=CCN1c2ccccc2[C@]23C[C@@H](C(=O)OC)N(C(=O)NC4CCCC4)C2=NC(C(=O)OC)=C(C(=O)OC)[C@H]13 | i | -3.3% | · | 1.4 | -21.0 | i | 6.1% | -13.2
COC(=O)[C@@H]1C[C@@]2(O)[C@H](O)[C@H](O)[C@H](O)C[C@H]2N1CC(c1ccccc1)c1ccccc1 | i | 3.7% | -0.6% | 0.5 | 13.2 | i | 11.9% | 5.2
Cc1ccc(N2CC(C(=O)NC3CCCCCC3)CC2=O)cc1 (stereo not drawn) | i | -1.1% | · | -1.0 | 0.1 | i | -17.6% | 25.0
O=C(NCCSCc1ccc(Cl)cc1)c1cccs1 | -19.9% | 14.5% | 2.3% | 2.5 | -2.4 | i | -20.6% | -12.0
NC(=O)/C(=C\c1ccco1)NC(=O)c1ccco1 | -22.3% | 9.4% | · | -0.1 | 0.7 | i | 0.7% | -9.8
N#CCC(=O)Nc1ccc(C(=O)OCC(=O)NNC(=O)c2cccs2)cc1 | -8.0% | 4.3% | -1.3% | -2.5 | 3.7 | i | -2.1% | 4.7
Cc1cc(N2CCCC2)nc2ccc(NC(=S)NC(C)C)cc12 | -22.4% | -6.4% | -10.2% | 1.3 | -3.1 | i | 6.8% | 0.2
CC(C)NC(=O)Cn1cc(C(=O)C(=O)N2CCOCC2)c2ccccc21 | i | 0.4% | -3.2% | -1.3 | 2.8 | i | 12.7% | -5.8
O=C(COC(=O)Cc1ccsc1)NC1CCCCCC1 | -10.1%[57.5 µM] | 8.7% | -1.1% | -1.8 | -7.0 | i | -3.8% | -9.0
Cc1ccsc1/C=N/Nc1ccc(C(=O)O)cc1 | -46.2% | 6.7% | -7.1% | -0.6 | 5.9 | i | -10.8% | 10.4
O=C(COC(=O)c1nc(Cl)ccc1Cl)c1ccc(Cl)s1 | i | 13.7% | -10.7% | -3.7 | 3.7 | i | -7.7%[57.1 µM] | -6.4
CN1CCN(C2=C(Cl)C(=O)N(Cc3ccccc3)C2=O)CC1 | i | 7.9% | -2.5% | -1.6 | -10.8 | i | -9.5% | -12.9
CN(CC(=O)OCC(=O)NCc1ccccc1)S(=O)(=O)c1ccc(Cl)cc1 | -8.6% | 10.0% | -1.4% | 1.3 | -16.6 | i | -4.6% | -6.1
CCC(C)NCCOCCOc1ccc(Cl)c(C)c1C (stereo not drawn) | i | 1.6% | 3.0% | 0.2 | -12.8 | i | -0.9% | -64.0*
CC(C)c1ccc(NC(=O)CSc2n[nH]c(=O)n2Cc2ccco2)cc1 | -42.3%[inhibitor] | 7.2% | -4.5% | -3.0 | 5.4 | i | -11.3% | 8.6
Cn1nnnc1SCC(=O)Nc1ccc2c(c1)OCO2 | i | -0.6% | -8.0% | -0.7 | 0.9 | i | 2.7% | 24.7
O=C(CN1C(=O)/C(=C/c2cccc(Br)c2)SC1=S)Nc1cccnc1 | -23.3% | 0.4% | 0.8%[15.4 µM] | -0.8 | 4.0 | i | -7.6% | 3.4
C#CCOCCOCCOCCNc1nc(N2CCN(C(=O)[C@H](CC(N)=O)n3cc([C@@H](N)C(C)C)nn3)CC2)nc(N2CCN(C(=O)[C@H](CC(N)=O)n3cc([C@@H](N)C(C)C)nn3)CC2)n1 | -17.7% | 8.6% | 0.7% | 1.0 | -0.1 | i | -2.3% | -2.3
Cc1ccc(NC(=O)C(C)OC(=O)COc2cccc(C(F)(F)F)c2)cc1S(=O)(=O)N1CCOCC1 (stereo not drawn) | i | -5.4% | · | 2.1 | 2.1 | i | -16.9% | 17.8
CCNC(=S)N/N=C(\C)c1ccc(N2CCOCC2)cc1 | -0.3% | -0.3% | 4.0% | -11.7 | 10.8 | i | 10.3% | 0.4
O=C(Nc1ncn[nH]1)c1cc([N+](=O)[O-])ccc1Cl | i | 4.4% | 1.5% | -3.2 | -0.4 | i | -14.8% | 4.0
Cc1ccc(C(=O)N/C(=C\c2ccccc2)C(=O)NCc2ccncc2)cc1 | -4.7% | 2.0% | -5.1% | -0.5 | -11.7 | i | 0.3% | -12.7
O=C(COC(=O)c1cnccn1)Nc1cccc(F)c1 | i | 3.3% | -0.7% | -1.2 | 0.7 | i | 1.1% | 8.6
O=C(N/N=C/c1coc2ccc(Cl)cc2c1=O)c1cc(O)cc(O)c1 | i | -2.4% | 3.0% | 0.4 | -2.1 | i | -0.1% | 8.1
CN(C)CCNc1ncnc2c1ncn2[C@H]1CN(Cc2ccc(-c3ccccc3)cc2)C[C@@H](CO)O1 | -24.3% | 1.9% | · | 2.0 | -9.2 | i | 33.9% | 0.0

Only PTHR1 ag and D3 antag, for 4 of the compounds above:
SMILES,PTHR1 ag,D3 antag
CCNC(=S)N/N=C(\C)c1ccc(N2CCOCC2)cc1,-0.3%,0.4
CC(C)NC(=O)Cn1cc(C(=O)C(=O)N2CCOCC2)c2ccccc21,i,-5.8
Cc1ccsc1/C=N/Nc1ccc(C(=O)O)cc1,-46.2%,10.4
O=C(COC(=O)c1cnccn1)Nc1cccc(F)c1,i,8.6

For reference, part of the list above.
SMILES | PTHR1 ag | EPAC2 agonist | MmCpn inh | CCT modulator | D3 ag | pAkt inh | EPAC2 antagonist | D3 antag
Cc1ccc(NC(=O)C(C)OC(=O)COc2cccc(C(F)(F)F)c2)cc1S(=O)(=O)N1CCOCC1 (stereo not drawn) | i | -5.4% | · | 2.1 | 2.1 | i | -16.9% | 17.8
CCNC(=S)N/N=C(\C)c1ccc(N2CCOCC2)cc1 | -0.3% | -0.3% | 4.0% | -11.7 | 10.8 | i | 10.3% | 0.4

An excerpt; the hit share may differ from the screen's.
